# From PubChem BioAssay
# JMJD2A Tudor inh = inhibitors of human JMJD2A Tudor domain; AID 504339; AlphaScreen JMJD2A-Tudor / H3K4me3 peptide binding; Potency, µM (top dose mostly 114 µM), without a hit: at the highest dose activity change, negative = inhibition, hits mostly inhibitors; 4.4% of 390,000 active; further: on the % scale 0 is the no-effect control and ±100 the full control effect; nearly all actives have a fitted effect of over 50% in size
# BLM helicase inh = blocks DNA unwinding by human BLM helicase; 0.2% of 350,000 active; P54132; recombinant BLM DNA unwinding, fluorescence dequenching; Potency, µM (highest dose often 56.1 µM), without a hit: at the top dose activity change, negative = inhibition, most hits filed as inhibitors;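 further: plate controls were vehicle for no effect and no enzyme for full effect; nearly all actives have a fitted effect of over 35% in size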
# POLI inh = DNA polymerase iota (human) inhibition; Q9UNA4; Pol iota fluorescent replication assay, 10 min; Potency, µM (series often up to 115 µM), without a hit: at the top dose activity, negative = inhibition, hits mostly inhibitors; 1% of 390,000 active
#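 Pol iota at 10 nM preincubated 15 min with compounds at room temperature; reaction started with fluorescent substrate, 50 nM final. Fluorescence read kinetically at 0 and 10 min; buffer-only wells as negative control.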
# G9a block = blocks human histone lysine methyltransferase G9a; Q96KQ7; G9a H3K9 monomethylation, AlphaScreen, 2 h; Potency, µM (highest dose often 102 µM), inactives show at the top dose activity, negative = inhibition, most hits filed as inhibitors; 8.8% of 350,000 active; further: on the % scale 0 is the no-effect control and ±100 the full control effect; nearly all actives have a fitted effect of over 75% in size
#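 Compounds were preincubated with 20 nM G9a for 15 min, after which biotinylated H3K9 peptide (500 nM) and SAM (20 uM) started a 2 h room-temperature reaction. Monomethylated product was quantified by antibody-based AlphaScreen chemiluminescence.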
# Tb PGK inh = T. brucei PGK inhibition | P07378 | PGK/GAPDH coupled, Kinase-Glo luminescence, 60 min | Potency, µM (series often up to 57.5 µM), for inactives: at the highest dose activity change, negative = inhibition, hits mostly inhibitors | 0.043% of 380,000 active; further: on the % scale 0 is the no-effect control and ±100 the full control effect; nearly all actives have a fitted effect of over 60% in size
#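 Recombinant glycosomal PGK reaction used 1,3-bisphosphoglycerate generated in-well by GAPDH (100nM final) in 100mM TEA pH 7.6, 5mM MgCl2, 0.01% Tween-20. After 60 minutes at room temperature, ATP was read by Kinase-Glo Plus luminescence end-point.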
# GLS inhibitor = glutaminase GLS (human) inhibition | O94925 | GLS enzymatic activity, qHTS titration | Potency, µM (highest dose often 45.5 µM), for the others: top-dose activity change, negative = inhibition, actives largely listed as inhibitors | 0.21% of 410,000 active; further: on the % scale 0 is the no-effect control and ±100 the full control effect
#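 hKGA in 45 mM KH2PO4 pH 8.2, 0.02% Tween-20 with pin-transferred compounds; 1 mM L-glutamine (stock) plus glutamate oxidase/HRP/Amplex Red coupling added. Fluorescence read initially and after 30 min at RT.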
# Pin1 inhibitor = human Pin1 inhibition. Q13526. Pin1 FP peptide displacement, HiFluor488, 10 min. Potency, µM (doses to about 115 µM), for the others: at the highest dose activity, negative = inhibition, most hits filed as inhibitors. 0.009% of 390,000 active. AID 504891; active means well fitted inhibition curve with a large enough effect in the polarisation, with a control signal flat, not every such curve was filed as active; inconclusive means small, poorly fitted or top-dose-only effect, or effect the other way, or a change in a side signal; inactive means no such curve, though single readings can be large or run the other way; the % refers to the polarisation; further: on the % scale 0 is the no-effect control and ±100 the full control effect
# BAZ2B inh = inhibitors of human BAZ2B bromodomain | Q9UIF8 | AlphaScreen BAZ2B-H3K14Ac peptide displacement | Potency, µM (series often up to 114 µM), for the others: top-dose activity change, negative = inhibition, hits mostly inhibitors | 4.4% of 360,000 active | AID 504333; further: on the % scale 0 is the no-effect control and ±100 the full control effect; nearly all actives have a fitted effect of over 60% in size
#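 Multi-concentration screen (max 110 uM) measuring displacement of acetylated histone H3 peptide from BAZ2B by AlphaScreen, using 50 nM protein, 50 nM peptide and 10 ug/mL streptavidin donor plus Ni-chelate acceptor beads.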
# HP1b chromo inh = blocks HP1-beta chromodomain binding to methylated histone tails. AID 540317. P83916. Potency, µM (doses to about 114 µM), for inactives: at the highest dose activity change, negative = inhibition, most hits filed as inhibitors. 0.56% of 390,000 active. AlphaScreen HP1-beta / biotin-H3K9me3 peptide binding; further: nearly all actives have a fitted effect of over 70% in size; inactives centre near 23
#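 HP1-beta protein (50 nM final) preincubated 30 min at room temperature with biotinylated H3(1-18)K9me3 peptide (50 nM) in PBS pH 7.4, 0.01% Tween-20, then compound added for 30 min. AlphaScreen streptavidin donor/nickel chelate acceptor beads (10 ug/mL final), 30 min dark, luminescence read.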
# Starred values were filed as active, the others as inactive; i = inactive; ? = inconclusive; . = no result given; & = joins results of further samples; [ ] = remark or other dose. Unless noted, the call rests on the fitted dose curve; in most records, active means well fitted curve in the direction sought with a large enough effect; inconclusive means small, poorly fitted or top-dose-only effect, or another doubt; inactive means no such curve, though single readings can be large; an effect the other way counts as inactive or inconclusive. Potency means the concentration at half of the fitted maximal effect.
SMILES	JMJD2A Tudor inh	BLM helicase inh	POLI inh	G9a block	Tb PGK inh	GLS inhibitor	Pin1 inhibitor	BAZ2B inh	HP1b chromo inh
CC1=CC(=O)OC1Cc1ccncc1 (configuration not stated)	1%	0%	2%	24%[59 µM]	3%	-3%	-2%	26%	36%
O=C(Oc1ccc(C(=S)N2CCCCC2)cc1)c1ccccc1F	-12%	-2%	-4%	.	0%	1%	?	-17%	26%
Cc1cc(C)cc(NC(=O)C(=O)NCC(c2cccnc2)N2CCc3ccccc32)c1 (configuration not stated)	-6%	-7%	6%	1%[59 µM]	-1%	1%	0%	2%	17%
Cc1ccc(C(=O)N=c2sccn2C)o1	-8%	-10%	-6%	?	-4%	-5%	-4%	-3%	16%
CCN(CC)CCNC(=O)c1cc(-c2ccc(Br)s2)nc2ccccc12	-3%&-20%	12%&45%	?	-10%	i	-4%&5%	1%&4%	-2%&-6%	56%&21%[activator]
COc1ccc(CNC(=O)CN2N=C(c3ccccc3)CCC2=O)c(OC)c1	2%	2%	-9%	5%[59 µM]	-4%	2%	?	2%	33%
CCC/C(O)=N\S(=O)(=O)c1ccc(N=NN(C)C)cc1	16%	2%	0%	11%[59 µM]	-7%	2%	-8%	7%	29%
CCC(=O)N(Cc1ccco1)C1CC(=O)N(c2ccccc2)C1=O (configuration not stated)	-8%	0%	13%	-5%	-6%	6%	7%	7%	10%
O=C(c1ccc(Cl)c(F)c1F)N1CCOCC1	-5%	0%	1%	13%	4%	4%	1%	10%	7%
CCn1c(SCC(=O)Nc2nc(C)cs2)nnc1-c1ccoc1C	-6%	-2%	7%	22%	-7%	3%	-2%	1%	12%
Cc1ccc(NC(=O)COc2coc(CN3CCc4ccccc43)cc2=O)c(C)c1	?	.	?	?	5%	-5%	-4%	50µM*	-19%
O=C(/C=C/c1ccc(F)cc1)NC(=S)N1CCN(Cc2ccccc2)CC1	?	-4%	127%[activator]	-33%	-8%	-3%	2%	?	-9%
CC(=O)N1c2ccc(S(=O)(=O)NCC3CCC(C(=O)NCc4ccccc4)CC3)cc2CC1C (configuration not stated)	-11%	1%	-11%	36%	i	4%	-11%	-14%	67%[activator]
O=C(Nc1ccc(N2CCOCC2)cc1)Nc1cnsn1	-17%	-4%	1%	?	-6%	58%[activator]	15%	-11%	22%
COc1ccc(-c2c(C)oc3c(CN4CCN(CCO)CC4)c(O)ccc3c2=O)cc1OC	-15%	0%	?	.	i	0%	-13%	2%	18%
O=C(NCc1ccc(Cl)cc1)C1CCN(c2nnc(N3CCCC3=O)s2)CC1	-17%	-1%	14%	34%	-5%	3%	-5%	-11%	5%
Cc1oc(-c2cccs2)nc1CNC[C@H]1O[C@@H](n2cnc3c(N)ncnc32)[C@H](O)[C@@H]1O	-5%	.	-27%	.	1%	-6%	-4%	.	59%[activator]
CCOCCCNC(=S)NC1CC2CCC(C1)N2Cc1ccccc1 (configuration not stated)	2%	-5%	93%[activator]	-29%	0%	2%	-2%	-15%	34%
Cc1ccc(S(=O)(=O)N2CCCC2c2nc3ccccc3s2)cc1 (configuration not stated)	-4%	-5%	4%	30%	-6%	2%	3%	9%	30%
O=C(c1cc2cc(F)ccc2[nH]1)N1CCN(C(=O)c2ccco2)CC1	-30%	-2%	1%	.	-1%	-6%	3%	-31%	-3%[57 µM]

# 5 records picked at random from the list so far, as already listed:
SMILES	JMJD2A Tudor inh	BLM helicase inh	POLI inh	G9a block	Tb PGK inh	GLS inhibitor	Pin1 inhibitor	BAZ2B inh	HP1b chromo inh
O=C(NCc1ccc(Cl)cc1)C1CCN(c2nnc(N3CCCC3=O)s2)CC1	-17%	-1%	14%	34%	-5%	3%	-5%	-11%	5%
CCC(=O)N(Cc1ccco1)C1CC(=O)N(c2ccccc2)C1=O (configuration not stated)	-8%	0%	13%	-5%	-6%	6%	7%	7%	10%
CCOCCCNC(=S)NC1CC2CCC(C1)N2Cc1ccccc1 (configuration not stated)	2%	-5%	93%[activator]	-29%	0%	2%	-2%	-15%	34%
O=C(Oc1ccc(C(=S)N2CCCCC2)cc1)c1ccccc1F	-12%	-2%	-4%	.	0%	1%	?	-17%	26%
Cc1ccc(C(=O)N=c2sccn2C)o1	-8%	-10%	-6%	?	-4%	-5%	-4%	-3%	16%

# Other results.
SMILES	JMJD2A Tudor inh	BLM helicase inh	POLI inh	G9a block	Tb PGK inh	GLS inhibitor	Pin1 inhibitor	BAZ2B inh	HP1b chromo inh
N#Cc1ccsc1NC(=O)CSc1nnnn1-c1ccc(O)cc1	-22%	-14%	?	.	-5%	-13%	?	?	19%
CCOc1ccc(NC2OC(CO)C(O)C(O)C2O)c([N+](=O)[O-])c1 (configuration not stated)	-7%	-3%	24%	-7%	4%	2%	5%	-27%	14%
Cc1cc(CNC(=O)CC2C(=O)NCCN2Cc2ccccc2)nn1C (configuration not stated)	-10%	-1%	35%[activator]	45µM*	i	2%	?	-2%	51%[activator]
COc1cc(S(=O)(=O)NC2CCCCC2C)ccc1-n1cnnn1 (configuration not stated)	-11%	1%	32%[activator]	-1%	4%	8%	8%	-11%	35%[activator]
CN1CCN(c2ccccc2NC(=O)COc2ccccc2)CC1	-20%	3%	18%	10%[2.33 µM]	3%	12%	7%	11%	20%
Cc1ccc(NC(=O)c2sc3nc[nH]c(=O)c3c2C)c(C)c1	-6%	1%	3%	?	4%	-2%	4%	-21%	30%
Cc1[nH]c(N=Nc2ccccc2)nc1N=Nc1ccccc1	7.9µM*	-4%	11%	7.9µM*	-8%	7%	-1%	6.3µM*	?
CSc1nc2nccc(-c3ccc(-c4ccccc4)cc3)n2n1	-25%	-17%	8%	2%[59 µM]	-5%	4%	32%[activator]	?	31%
CCC1=NN(C(=O)c2ccc(Br)cc2)C(O)(c2ccc(C)cc2)C1 (configuration not stated)	-13%	-14%	-16%	19%[59 µM]	-6%	-2%	-2%	-21%	36%
COc1ccccc1CN1CCNC(=O)C1=O	-10%	0%	47%[activator]	6%[12.7 µM]	5%	1%	2%	-14%	23%
Cc1cc(C)nc(/N=C(\N)Nc2ccc(SC(F)F)cc2)n1	-4%	55%[activator]	17%	5%[12.7 µM]	-6%	-1%	-2%	3%	27%
Cc1nc2nc(NCc3ccc(Br)cc3)[nH]n2c(=O)c1Cc1ccccc1	-15%	-4%	-18%	?	i	-9%	3%	-4%	39%[activator]
CC(C)Cn1c(C(C)C)nc([N+](=O)[O-])c1S(=O)(=O)c1ccc(F)cc1	-25%	-1%	22%	32%[12.7 µM]	-2%	6%	-7%	-10%	29%
Cc1ccc(NC(=O)C2CCN(S(=O)(=O)c3ccc4c(c3)OCCO4)CC2)c(O)c1	-11%	.	46%[activator]	1%[0.501 µM]	-6%	?	8%	2%	8%
COc1ccc(S(=O)(=O)N(C)CC(=O)NCc2cccnc2)cc1	2%	-1%	12%	0%[12.7 µM]	-2%	9%	-4%	10%	14%
CC(C)C[C@@H](CNCC(=O)[C@H](C)NC(=O)c1[nH]cnc1C(=O)N[C@@H](C)CN)NC(=O)c1nc[nH]c1C(=O)N[C@@H](CC(=O)O)C(=O)O	79µM*	.	?	.	-5%	6%	-5%	.	?
Cc1ccc(O)c(C2=NNC(c3ccc(Cl)cc3)C2)c1 (configuration not stated)	-34%	-8%	11%	.	5%	-15%	9%	?	33%
COc1ccccc1OCC(=O)Nc1ccccc1C(=O)N1CCCC1	-1%	-2%	32%[activator]	0%	-4%	-7%	?	12%	-5%
COc1ccc(S(=O)(=O)N2CCC(C(=O)NC3(C)CCS(=O)(=O)C3)CC2)cc1OC (configuration not stated)	-9%	.	30%	?	20%	19%	2%	-1%	20%
O=C(C1CCCN(c2ncccn2)C1)N1CCc2ccccc21 (configuration not stated)	-1%	1%	-4%	-48%	4%	1%	7%	-1%	11%
CCC(C(=O)NC1CCCC1)N(C(=O)c1snc(C(N)=O)c1N)c1ccc2c(c1)OCCO2 (configuration not stated)	-12%	-8%	21%	19%[59 µM]	-7%	2%	5%	.	39%
COc1cc(Cn2c(=O)sc3ccccc32)ccc1OC(C)C	27%	-6%	-5%	1%[59 µM]	5%	-1%	48%[activator]	-7%	84%[activator]
COc1ccc(/C=N/NC(=O)C(C)N(c2ccc(OC)cc2)S(C)(=O)=O)cc1 (configuration not stated)	?	-2%	17%	-31%	.	10%	-1%	2%	9%
Cc1ccc(NC2=NC(=S)N(CC#N)C23CCCCC3)cc1	3%	4%	-9%	8%[59 µM]	-2%	2%	-1%	9%	65%[activator]
COc1cccc(NC(=O)CSc2nc3ccccc3cc2Cc2ccccc2)c1	-1%	-8%	1%	3%[2.33 µM]	-3%[11.5 µM]	0%	10%	14%	18%
CC(=O)NC1CCC(=O)C=C1c1ccccc1 (configuration not stated)	-8%	.	18%	.	-4%	7%	1%	.	23%
Cc1ccc(NC(=S)NCCc2ccc(F)cc2)c(C)c1	-9%	-2%	14%	43%[59 µM]	-8%	-3%	1%	-33%	31%
CCOC(=O)c1nn(-c2ccccc2)c2nnc(Cc3ccccc3)c(=O)n12	?	0%	23%	8%[59 µM]	-1%	-1%	5%	12%	6%
COc1cccc(NC(=S)N(Cc2ccc(C)cc2)Cc2ccccn2)c1	-26%	-9%	62%[activator]	-30%	-3%	-22%	-1%	-29%	8%
Oc1[nH]c2ccccc2c1N=NC(=S)NCC1CCCO1 (configuration not stated)	?	-1%	32%[activator]	-3%	1%	4%	6%	-18%	-2%
CCCCOc1ccc(C(=O)N2CCC(C)CC2)cc1	-14%	-2%	8%	-10%[12.7 µM]	-6%	-3%	-1%	4%	54%[activator]
NS(=O)(=O)c1cccc(NC(=O)CC23CC4CC(CC(Br)(C4)C2)C3)c1	-7%	-7%	25%	9%	i	-4%	0%	-1%	20%
COc1ccc(C(O)P(=O)(OC(C)C)c2ccc(N(C)C)cc2)c(OC)c1 (configuration not stated)	22µM*	-4%	15%	15%[0.501 µM]	i	11%	0%	-8%	18%

# Not all compounds are listed; the hit share may differ from the screen's.
